Bcl-B Bim block: inhibitors of Bim-Bcl-B interaction, human; Q9HD36; bead-based flow cytometry, Bim peptide-Bcl-B binding; inhibition, % at 10 µM; 190,000 tested, 0.073% active; AID 951;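 further: 0% = tracer peptide without compound and 100% = reference inhibitor peptide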
ABCB1 inh: human ABCB1 inhibition, ABCG2 as counter-screen; inhibition, % at 6.6 µM; AID 1326; CCRF-Adr cells, JC-1 efflux, flow cytometry; 190,000 tested, 0.067% active; P08183; in the data active means inhibition above about 40%;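 further: 0% = vehicle and 100% = reference inhibitor; higher value means more JC-1 retained so stronger ABCB1 efflux block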
GSH fluor: GSH bead compound fluorescence profile; 190,000 tested, 0.25% active; fluorescence (KMESF) at 10 µM; GSH beads flow cytometry, compound fluorescence 488/530 nm; active compounds read high; AID 1776; in the data active means fluorescence above about 89;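 further: glutathione beads carrying GST-tagged Bcl family fusion proteins plus one bare bead set; values are compound well signal with DMSO vehicle wells as background; inactives centre near 16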
Bim-Bfl-1: human Bim-Bfl-1 interaction inhibition; Q16548; Bead-based flow cytometry, Bim-Bfl-1 binding inhibition; inhibition, % at 10 µM; 190,000 tested, 0.12% active; AID 1008;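 further: 0% = wells without compound plus tracer and 100% = blocker peptide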
ABCG2 inh: human ABCG2 inhibition, ABCB1 as counter-screen; Q9UNQ0; IgMXP3 cells, JC-1 efflux, flow cytometry; inhibition, % at 6.6 µM; 190,000 tested, 0.1% active;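 active means inhibition above 80%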;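 further: 0% = DMSO and 100% = nicardipine control wells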
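Test system: IgMXP3 cells (ABCG2) mixed with DDAO far-red-labelled CCRF-Adr cells (ABCB1). Reagent: JC-1 transporter substrate. Compound dosing: single test compound dose, 6.6 µM final. Times: 10 min compound exposure, 25 °C. Detection: flow cytometry of retained JC-1 fluorescence. Read-out basis: efflux inhibition in percent versus controls. Controls: nicardipine and DMSO wells.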
Bim-Bcl-XL: human Bim-Bcl-XL interaction inhibition; Q07817; Bim peptide-Bcl-XL binding, bead flow cytometry, fluorescence; inhibition, % at 10 µM; 190,000 tested, 0.04% active
Target sequence (Q07817 whole entry, looked up): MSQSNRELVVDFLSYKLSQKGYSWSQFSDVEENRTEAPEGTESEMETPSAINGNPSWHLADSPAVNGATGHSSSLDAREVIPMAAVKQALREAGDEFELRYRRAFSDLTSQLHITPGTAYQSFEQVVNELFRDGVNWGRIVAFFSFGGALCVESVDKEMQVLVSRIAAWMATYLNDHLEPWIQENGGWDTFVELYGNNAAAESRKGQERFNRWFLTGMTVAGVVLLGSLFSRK
Bim-Bcl-W: disrupts Bim peptide binding to human Bcl-W. 190,000 tested, 0.02% active. inhibition, % at 10 µM. Q92843. bead-based flow cytometry. AID 952;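 further: 0% = bound tracer without compound and 100% = peptide blocker; higher means less fluorescent Bim peptide bound to Bcl-W beads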
Target sequence (Q92843 whole entry, looked up): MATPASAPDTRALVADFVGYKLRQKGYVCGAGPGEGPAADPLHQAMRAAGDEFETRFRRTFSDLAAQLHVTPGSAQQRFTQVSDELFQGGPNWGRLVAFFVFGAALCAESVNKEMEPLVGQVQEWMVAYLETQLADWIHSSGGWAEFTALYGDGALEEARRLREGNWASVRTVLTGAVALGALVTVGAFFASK
RGS8-Gao: modulates binding of RGS8 to human Galphao; P09471; multiplexed bead flow cytometry; actives lie on both sides; response (percent of control binding), % at 10 µM; 220,000 tested, 0.34% active; in the data active means response below about 60% or above about 140%; inactive means in between;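 further: Galphao activated as the GDP aluminium fluoride complex binding bead-coupled RGS8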
Target sequence (P09471 whole entry, looked up): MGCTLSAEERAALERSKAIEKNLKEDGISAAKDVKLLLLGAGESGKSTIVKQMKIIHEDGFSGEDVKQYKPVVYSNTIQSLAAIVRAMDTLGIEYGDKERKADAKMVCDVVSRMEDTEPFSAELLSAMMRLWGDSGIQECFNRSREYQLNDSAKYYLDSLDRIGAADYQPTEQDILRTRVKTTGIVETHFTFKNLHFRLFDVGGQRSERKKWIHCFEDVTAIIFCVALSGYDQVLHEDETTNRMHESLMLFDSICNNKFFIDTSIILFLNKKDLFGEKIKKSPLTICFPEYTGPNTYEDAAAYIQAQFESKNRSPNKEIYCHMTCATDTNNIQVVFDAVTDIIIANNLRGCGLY
Bim-Bcl-2: disrupts Bim peptide binding to human Bcl-2 | P10415 | Bead-based flow cytometry, Bim peptide-Bcl-2 binding | inhibition, % at 10 µM | 190,000 tested, 0.06% active | AID 950; in the data active means inhibition above about 40%; inconclusive means no clear call, values can overlap the other calls;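 further: 0% = no compound wells with probe peptide and 100% = reference peptide inhibitor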
Target sequence (P10415 whole entry, looked up): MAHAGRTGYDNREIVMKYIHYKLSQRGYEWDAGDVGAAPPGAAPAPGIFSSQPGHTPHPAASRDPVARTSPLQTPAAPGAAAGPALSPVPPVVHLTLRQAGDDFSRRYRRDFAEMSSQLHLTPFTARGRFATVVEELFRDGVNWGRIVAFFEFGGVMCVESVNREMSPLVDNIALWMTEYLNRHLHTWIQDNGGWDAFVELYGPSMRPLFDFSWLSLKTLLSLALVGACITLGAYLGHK
RGS7-Gao: regulators of human RGS7-Galphao interaction; Multiplexed bead flow cytometry, RGS7-Galphao binding; actives lie on both sides; P09471; binding response (% of control), % at 10 µM; AID 1439; 220,000 tested, 0.35% active; in the data active means binding response below about 49% or above about 150%; inconclusive means no clear call, values can overlap the other calls; inactive means in between;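 further: fluorescent Galphao held in activated GDP-AlF4 state binding bead-coupled RGS7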
RGS4-Gao reg: human RGS4-Galphao interaction regulation; 220,000 tested, 0.33% active; Multiplexed bead flow cytometry, RGS4-Galphao binding; actives lie on both sides; binding response (% of control), % at 10 µM; in the data active means binding response below about 49% or above about 150%; inactive means in between;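 further: fluorescent Galphao activated with aluminum fluoride binding bead-coupled RGS4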
The depositor's hits bear a star; ? = inconclusive; . = not tested or not shown; [ ] = another dose, or the depositor's remark. Unless noted, no stated cut-off is given here; in the data, active means inhibition above about 40%.

SMILES	Bcl-B Bim block	ABCB1 inh	GSH fluor	Bim-Bfl-1	ABCG2 inh	Bim-Bcl-XL	Bim-Bcl-W	RGS8-Gao	Bim-Bcl-2	RGS7-Gao	RGS4-Gao reg
Cc1cc(C)c2c(-n3cccc3)c(C(=O)NNS(=O)(=O)c3ccc(Cl)cc3)sc2n1	-2.0	1.2	31	-2.0	4.2	-1.0	0.0	99.4	1.0	99.6	106.2
O=C(CSc1ccsc1[N+](=O)[O-])NCCc1ccc(Cl)cc1	-5.0	0.0	50	-9.0	0.7	-11.0	0.0	101.6	-4.0	97.0	103.2
Nc1ccc(OCc2ccccc2)cc1	-8.0	-2.0	25	-9.0	-1.1	-4.0	0.0	101.6	-8.0	101.0	103.7
COc1ccc(CNC(=O)CN2C(=O)C(C)N(c3ccc(C)cc3)C2=O)cc1 (stereo not given)	-8.0	0.4	32	-9.0	1.0	-5.0	-3.0	102.2	-9.0	101.2	101.0
CCN1C(=O)C(CC(=O)Nc2ccc(OC)cc2)N(Cc2cccs2)C1=S (stereo not given)	-3.0	0.5	17	-2.0	2.0	-1.0	-2.0	99.5	-2.0	103.2	99.6
CC(C)=CC(=O)OCC(=O)Nc1ncc(Cl)c(C)c1Cl	-8.0	0.7	10	-8.0	4.9	-2.0	1.0	101.2	1.0	102.4	98.9
CC1=C(C(=O)O)N2C(=O)C(NC(=O)c3nn(C)c(C)c3Cl)C2SC1 (stereo not given)	-14.0	0.5	9	8.0	11.1	-4.0	-6.0	81.9	-4.0	98.7	98.3
COc1ccc(C)cc1S(=O)(=O)N(CC(=O)O)c1ccc(F)cc1	1.0	0.0	16	0.0	0.6	0.0	0.0	100.8	0.0	99.3	99.9
O=C(C(c1ccccc1)c1ccccc1)N1CCN(CCN2C(=O)c3cccc4cccc(c34)C2=O)CC1	-9.0	1.0	9	-16.0	1.4	-9.0	-4.0	101.8	-10.0	.	102.5
O=C(CSc1nnc(Nc2ccccc2F)s1)Nc1cccc(S(=O)(=O)N2CCCCC2)c1	-3.0	0.8	4	2.0	1.8	0.0	1.0	104.0	1.0	106.3	104.0
Cc1ccccc1NC(=O)C(NS(=O)(=O)c1ccc2c(c1)c(=O)n(C)c(=O)n2C)c1ccccc1 (stereo not given)	-3.0	-2.5	18	-10.0	-0.2	-6.0	1.0	103.2	-5.0	102.6	99.8
O=C(CSc1ccc(Cl)cc1)NC(=O)NCc1ccco1	-12.0	0.9	12	-2.0	2.7	-8.0	-5.0	98.5	-7.0	93.0	94.4
Nc1c(C(=O)NCc2cccs2)nnn1CC(=O)Nc1cccc(Cl)c1	-3.0	-0.5	12	-6.0	-0.7	-1.0	-1.0	101.2	-4.0	?	102.1
COc1ccc2ncc(S(=O)(=O)c3ccccc3)c(N3CCN(c4ccccc4)CC3)c2c1	-5.0	16.3	10	-14.0	24.4	-5.0	-1.0	98.3	-6.0	98.2	97.3
CCCCCN(C(=O)NC(=O)Nn1cnnc1)S(C)(=O)=O	-5.0	0.3	9	0.0	1.2	-5.0	-5.0	87.2	-4.0	94.4	96.1
CCOC(=O)C(C)Sc1nc2c(c(=O)[nH]c(=O)n2C)n1C/C=C(/C)Cl (stereo not given)	-29.0	1.2	12	14.0	8.1	-5.0	0.0	90.3	-4.0	107.1	88.4
Cc1ccc(C)c(NC(=O)C(Sc2ncnc3ccccc23)c2ccccc2)c1 (stereo not given)	0.0	0.0	12	5.0	-1.2	-1.0	2.0	123.6	12.0	116.0	108.0
COc1ccc(NC(=S)NCc2ccc(S(N)(=O)=O)cc2)c(OC)c1	-9.0	-1.4	10	-28.0	-8.5	-4.0	-1.0	111.3	-15.0	104.9	108.5
O=C(O)c1cc(-c2ccccc2)n[nH]1	-1.0	0.6	14	4.0	2.4	-1.0	1.0	101.5	1.0	100.9	102.0
C=C(C)Cn1c(SCC)nc2ccccc2c1=O	-2.0	0.5	20	-1.0	2.6	-1.0	0.0	101.9	-1.0	101.2	103.6
C=C(C)CSc1nc2nc(C)c(Br)cc2[nH]1	-9.0	0.6	33	-9.0	9.9	-7.0	0.0	101.0	-12.0	102.0	104.0
O=C(Cc1ccccc1)NC(=S)Nc1cccc(C(F)(F)F)c1	-8.0	0.4	30	-14.0	21.6	-5.0	-3.0	98.5	-11.0	106.2	98.1
CCOC(=O)c1c(CN2CCCCC2)n(C)c2ccc(OC)c(S(=O)(=O)c3ccccc3)c12	-5.0	1.2	12	-4.0	1.6	-7.0	-5.0	110.2	-1.0	72.2	95.0
Cc1ccc(N(C)C(=O)N2CCN(S(=O)(=O)c3ccc(C)c(C)c3)CC2)cc1	-8.0	2.2	9	-11.0	9.1	-8.0	3.0	101.8	-9.0	105.6	104.0
O=C(COc1ccccc1F)Nc1cc(S(=O)(=O)N2CCOCC2)ccc1N1CCOCC1	-1.0	0.3	11	0.0	0.6	-5.0	-3.0	97.9	-7.0	104.1	96.2
Cc1nn(C(C)c2nc(-c3ccccc3)no2)c(C)c1[N+](=O)[O-] (stereo not given)	-9.0	-0.3	25	-17.0	7.0	-7.0	0.0	103.8	-11.0	112.3	106.1
Cn1c(=O)n(C/C=C/c2ccccc2)c(=O)c2c1nc1n2CCCN1Cc1ccccc1	-1.0	2.8	18	0.0	7.0	-1.0	-2.0	98.9	0.0	105.7	101.6
CCCCN(C)C(=O)C1CCN(Cc2ccc(OCc3ccccc3)cc2)CC1	0.0	-0.3	29	2.0	3.5	2.0	3.0	99.8	2.0	97.4	106.0
C=CCOc1ccc(Br)cc1CNCC	-1.0	0.0	22	-4.0	0.0	-2.0	2.0	102.4	0.0	105.8	103.1
COc1ccccc1-c1nnc(NC(=O)C(C)C)s1	-7.0	1.0	25	-24.0	55.8	-11.0	-6.0	98.3	-15.0	99.2	98.7

A different layout for part of the listing above:
Below each SMILES – Bcl-B Bim block, ABCB1 inh, GSH fluor, Bim-Bfl-1, ABCG2 inh, Bim-Bcl-XL, Bim-Bcl-W, RGS8-Gao, Bim-Bcl-2, RGS7-Gao, RGS4-Gao reg
> C=C(C)CSc1nc2nc(C)c(Br)cc2[nH]1
 : -9.0, 0.6, 33, -9.0, 9.9, -7.0, 0.0, 101.0, -12.0, 102.0, 104.0
> COc1ccccc1-c1nnc(NC(=O)C(C)C)s1
 : -7.0, 1.0, 25, -24.0, 55.8, -11.0, -6.0, 98.3, -15.0, 99.2, 98.7
> O=C(CSc1ccc(Cl)cc1)NC(=O)NCc1ccco1
 : -12.0, 0.9, 12, -2.0, 2.7, -8.0, -5.0, 98.5, -7.0, 93.0, 94.4
> COc1ccc(NC(=S)NCc2ccc(S(N)(=O)=O)cc2)c(OC)c1
 : -9.0, -1.4, 10, -28.0, -8.5, -4.0, -1.0, 111.3, -15.0, 104.9, 108.5

Remaining list, next part.
SMILES	Bcl-B Bim block	ABCB1 inh	GSH fluor	Bim-Bfl-1	ABCG2 inh	Bim-Bcl-XL	Bim-Bcl-W	RGS8-Gao	Bim-Bcl-2	RGS7-Gao	RGS4-Gao reg
Cc1ccc(S(=O)(=O)NCC(c2cccnc2)N(C)C)cc1 (stereo not given)	2.0	0.0	16	0.0	-0.1	2.0	1.0	104.3	0.0	100.9	103.3
COc1ccc(N2CCN(C(=O)CN(Cc3ccc(Cl)cc3)S(C)(=O)=O)CC2)cc1	0.0	3.0	24	-2.0	13.0	-3.0	-2.0	94.1	-4.0	98.1	97.3
COc1cc(OC)cc(N2CC(C)(C)C2=O)c1	-9.0	-0.7	16	-5.0	-0.8	-4.0	0.0	99.0	0.0	95.5	98.4
Cc1ccc(S(=O)(=O)NCC(=O)N(CC(=O)NC2CCCCC2)CC2CCCO2)cc1 (stereo not given)	-9.0	-0.7	40	-14.0	0.5	7.0	0.0	103.8	-10.0	99.2	101.6
COC(=O)c1ccc(NC(=O)Cc2ccc(F)cc2)cc1	-4.0	0.1	16	-4.0	3.5	-3.0	0.0	96.2	0.0	?	96.6
CC(=O)Nc1nc(CCN2C(=O)c3ccccc3C2=O)cs1	0.0	0.0	7	4.0	0.8	-2.0	-3.0	107.2	0.0	101.8	96.4
CC(O)c1nc2ccccc2n1CC(=O)N1CCN(c2ccccc2)CC1 (stereo not given)	-4.0	0.6	15	-3.0	0.9	-1.0	-2.0	101.3	-1.0	103.2	101.4
CCOc1ccc(C(CC(=O)O)NC(=O)COc2ccccc2OC)cc1OC (stereo not given)	-5.0	0.2	11	-9.0	0.0	-3.0	-1.0	100.0	1.0	100.3	102.7
O=C1Nc2ccc(Br)cc2C12NNc1ccccc1O2 (stereo not given)	0.0	7.9	14	-2.0	4.9	2.0	2.0	99.5	0.0	?	102.0
COC(=O)C(Cc1ccc(O)cc1)NC(=O)c1ccccc1 (stereo not given)	-3.0	0.8	12	-8.0	4.0	-2.0	-2.0	102.5	-3.0	108.4	104.0
CS(=O)(=O)N1CCC(C(=O)Nc2ccc(Br)cc2F)CC1	-10.0	0.5	13	-17.0	4.8	-6.0	-3.0	100.0	-10.0	103.6	107.8
CCC(C)NC(=O)CCC(=O)NNc1nc2ccccc2c2nc(C)nn12 (stereo not given)	-9.0	-0.4	8	1.0	2.7	-5.0	-5.0	99.2	1.0	95.9	97.5
O=C(NCCN1C(=O)S/C(=C\c2ccccc2F)C1=O)C1CCCN1C(=O)c1cccs1 (stereo not given)	6.0	1.4	8	9.0	9.2	0.0	0.0	104.6	3.0	108.2	105.8
COc1cc(C2=NOC(C(=O)NCc3ccco3)C2)cc(OC)c1OC (stereo not given)	-3.0	-2.1	22	-4.0	1.6	-3.0	-1.0	99.9	-2.0	100.2	100.2
NNC(=O)c1sc2cc(C(F)(F)F)cnc2c1-c1cccnc1	-2.0	-0.7	10	-5.0	-2.1	-1.0	-2.0	100.7	-3.0	97.5	100.6
O=C(Cc1nn[nH]n1)NCCC1=CCCCC1	8.0	0.8	21	11.0	3.9	9.0	8.0	78.2	8.0	83.3	83.6
CSc1ccccc1NC(=O)NCCCl	-8.0	0.6	15	-7.0	3.5	0.0	-2.0	101.3	-8.0	?	101.9
C=CCNc1nc(-c2ccc(O)c(C(N)=O)c2)cs1	-5.0	0.1	47	-1.0	0.9	0.0	1.0	98.7	-5.0	100.3	97.3
Cc1ccccc1OCCNc1cc(N2CCN(CCO)CC2)ccc1[N+](=O)[O-]	-10.0	4.4	16	-15.0	72.4	-9.0	-7.0	97.1	-10.0	94.3	95.2
CC1CCN(S(=O)(=O)c2ccc(NC(=O)CN3CCN(c4ccccc4)CC3)cc2)CC1	-2.0	0.8	8	-8.0	2.2	0.0	4.0	100.9	-3.0	101.5	98.3
CC(NC(=O)COC(=O)C1CCN(S(=O)(=O)c2ccccc2C(F)(F)F)CC1)c1ccccc1 (stereo not given)	-3.0	0.6	8	-1.0	22.5	0.0	-5.0	147.7*[activator]	-3.0	114.9	117.7
COc1cc(C(C#N)N2N=C(c3ccccc3)CC2c2ccccc2)ccc1O (stereo not given)	-1.0	0.8	29	0.0	2.2	0.0	-1.0	99.5	0.0	101.2	103.4
Cc1cc(C)n(CC(=O)N/N=C/c2ccc(C)o2)n1	-5.0	0.7	14	-2.0	2.0	-3.0	-6.0	103.2	0.0	101.4	101.8
O=C(Cn1cnc2ccccc21)N1CCN(S(=O)(=O)c2ccccc2)CC1	-4.0	0.8	12	-3.0	2.2	-3.0	-1.0	101.5	-2.0	?	96.7
